Source: PubChem BioAssay (National Center for Advancing Translational Sciences (NCATS))
Ub-GFP proteasome: Ubiquitin-GFP Assay; Ubiquitin-GFP reporter cells, proteasome inhibition, GFP fluorescence; response scale: untreated = 0%, 10 µM MG-132 = 100%; Potency, µM (series often up to 45.9 µM), inactives show at the top dose activation (GFP accumulation), most hits filed as activators; 67,000 tested, under 10 active; AID 526, 2006; active = well fitted activation curve with a large enough effect, not every such curve was filed as active; inconclusive = small, poorly fitted or top-dose-only effect, or another doubt; inactive = no such curve, though single readings can be large or run the other way; note: potency is the fitted concentration of half-maximal effect
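U2OS cells stably expressing ubiquitin(G76V)-GFP, seeded overnight in 0.5% FBS medium, were exposed to compounds (qHTS, 46 uM to 2.9 nM) for 4 hr at 37 °C. GFP-positive cells were counted by laser cytometry (488 ex/515 em), normalized between basal and 10 uM MG-132.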
Fluorescein fluor: qHTS Assay for Spectroscopic Profiling in Fluorescein Spectral Region. actives 0.91% (n = 59,000). max fluorescein-equivalent concentration, M. Compound autofluorescence, 480/540 nm, fluorescein-equivalent; hits give high values; in the data active = max fluorescein-equivalent concentration above about 10 nM; inconclusive = between about 1.1 nM and that limit
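Each compound is tested across a concentration series in 100 mM Tris buffer at pH 8.0. After 15 min at room temperature, plates are imaged with 480 nm excitation and 540 nm emission filters, and intensities are converted to fluorescein-equivalent values.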
FLuc inh: qHTS Assay for Inhibitors of Firefly Luciferase; Luciferin 4-monooxygenase (Photinus pyralis), P08659; purified firefly luciferase, luminescence, 8 min; Potency, µM (top dose mostly 57.1 µM), without a hit: top-dose activity change, negative = inhibition, actives largely listed as inhibitors; actives 2.2% (n = 72,000); note: potency is the fitted concentration of half-maximal effect; % is set by controls: 0 for no effect and ±100 for the full control effect; nearly all actives have a fitted effect of over 40% in size
Target sequence (P08659 whole entry, looked up): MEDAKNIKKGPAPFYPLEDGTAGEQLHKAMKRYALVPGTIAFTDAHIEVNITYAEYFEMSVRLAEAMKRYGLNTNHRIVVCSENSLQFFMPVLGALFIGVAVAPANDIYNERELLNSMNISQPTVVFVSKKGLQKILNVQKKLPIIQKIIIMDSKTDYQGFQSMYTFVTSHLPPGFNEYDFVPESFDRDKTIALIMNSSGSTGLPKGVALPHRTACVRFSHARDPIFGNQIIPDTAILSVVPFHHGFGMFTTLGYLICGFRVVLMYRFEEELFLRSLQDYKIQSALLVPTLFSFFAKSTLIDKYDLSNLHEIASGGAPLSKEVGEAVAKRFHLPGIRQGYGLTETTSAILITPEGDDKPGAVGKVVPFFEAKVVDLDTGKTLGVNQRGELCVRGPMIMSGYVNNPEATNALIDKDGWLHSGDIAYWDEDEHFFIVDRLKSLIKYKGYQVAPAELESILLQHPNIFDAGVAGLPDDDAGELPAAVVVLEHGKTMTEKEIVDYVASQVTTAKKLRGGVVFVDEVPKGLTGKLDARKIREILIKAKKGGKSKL
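Luminescence read-out after 8 min at room temperature; enzyme reaction used luciferin plus 10 uM ATP (linear range) in imidazole buffer pH 7.2 with KCl, MgCl2, Tween 20 and BSA. Each sample was run as a titration.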
HBB splice mod: qHTS Assay for Modulators of Hemoglobin Beta Chain Splicing | HBB splicing reporter cell assay, activation; EGFP reporter with mutant IVS2-654 intron; response scale: normalised to 500 nM splice-correcting PNA | Potency, µM (highest dose often 46.1 µM), for inactives: top-dose activation, hits mostly activators | actives 0.06% (n = 65,000) | AID 925, 2007; note: potency is the fitted concentration of half-maximal effect; 0% is about no effect
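HeLa cells stably expressing EGFP interrupted by mutant beta-globin intron 2 (IVS2-654), 500/well in 2% FCS. Treated with compound for 2 days at 37C. Splicing correction scored as total well GFP intensity (488 nm excitation, 500-520 nm emission); 500 nM antisense PNA served as control.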
4-MU autofl: qHTS Assay for Spectroscopic Profiling in 4-MU Spectral Region; compound autofluorescence, 340/450 nm, 4-MU equivalents; hits give high values; max dye-equivalent concentration, M; actives 11% (n = 59,000); in the data active = max dye-equivalent concentration above about 10 nM; inconclusive = mostly about 1.1 nM to 9.6 nM
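Compounds in 100 mM Tris, pH 8.0, incubated 15 min at room temperature, then fluorescence read at 340 nm excitation/450 nm emission. Signal converted to 4-MU dye-equivalent concentration using an on-plate six-point 4-MU standard curve.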
A350 fluor: qHTS Assay for Spectroscopic Profiling in A350 Spectral Region; Compound autofluorescence, 340/450 nm, Alexa 350 dye-equivalents; hits give high values; max dye-equivalent concentration, M; actives 11% (n = 59,000); in the data active = max dye-equivalent concentration above about 10 nM; inconclusive = mostly about 1.1 nM to 9.6 nM
CRE-bla Fsk: Cell signaling CRE-BLA (Fsk stim). Potency, µM (doses to about 38.2 µM), for the others: at the top dose activity change, negative = inhibition, hits mostly activators. CHO CRE-bla reporter (cAMP response element driving beta-lactamase), forskolin EC10, beta-lactamase ratio. actives 2.5% (n = 71,000). AID 662, 2007; active = well fitted activation curve with a large enough effect in the signal ratio, with a control signal flat, not every such curve was filed as active; inconclusive = small, poorly fitted or top-dose-only effect, or effect the other way, or a change in a side signal; the % refers to the signal ratio; note: potency is the fitted concentration of half-maximal effect; % of control where 0% means no effect
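Titrated compounds plus EC10 NKH 477 on CHO CRE-bla cells, 3 h, 37 °C. CCF4, 2 h RT. Ratio 460/530 nm → AC50.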
Texas Red fluor: qHTS Assay for Spectroscopic Profiling in Texas Red Spectral Region; Compound fluorescence, Texas Red channel, 547/618 nm; hits give high values; max dye-equivalent concentration, M; actives 0.06% (n = 59,000); AID 587, 2007; in the data active = max dye-equivalent concentration above about 10 nM; inconclusive = between about 1.1 nM and that limit
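Fluorescence at ex 547/em 618 nm, normalized against an on-plate Texas Red standard series to give dye-equivalent concentration per compound concentration. Buffer 100 mM Tris, pH 8.0; 15 min RT incubation before CCD imaging.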
GFP derepression: qHTS Assay for Epigenetic Modulators; mouse C127i GFP locus derepression, cytometry, 30 h; actives 0.09% (n = 68,000); AID 597, 2007; Potency, µM (top dose mostly 46.1 µM), without a hit: top-dose GFP derepression (activation); note: % of control where 0% means no effect
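Read-out is the number of GFP-positive cells, scored as fluorescent objects 20 to 120 um wide, reflecting derepression of a silenced CMV-GFP reporter in murine C127i cells after 30 h compound exposure at 37 C.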
ERK AVP inh: qHTS Assay for Inhibitors of the ERK Signaling Pathway using a Homogeneous Screening Assay; HEK293-V1b, vasopressin-stimulated pERK AlphaScreen; Potency, µM (titrated, usually from 57.5 µM), inactives show top-dose activity, negative = inhibition, usual class: inhibitors; actives 0.99% (n = 72,000); AID 995, 2007; note: potency is the fitted concentration of half-maximal effect; % is set by controls: 0 for no effect and ±100 for the full control effect; nearly all actives have a fitted effect of over 55% in size
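HEK293 cells stably expressing V1b receptor, preincubated 30 min at 37 °C with compound, then stimulated 5 min with 25 nM vasopressin. Phospho-ERK by AlphaScreen SureFire after 5 h RT; normalized to DMSO and vasopressin; AC50 by Hill fit.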
Hsp90 Hop PPI: qHTS Assay for Disrupters of an Hsp90 Co-Chaperone Interaction; Hsp90 C-terminal peptide / TPR2A (Hop) interaction, human; AlphaScreen TPR2A-His6 binding biotin-Hsp90 C-terminal peptide; Potency, µM (doses to about 57 µM), for inactives: at the highest dose activity change, negative = inhibition; actives 0.44% (n = 71,000); AID 595, 2007; active = well fitted curve in either direction with a large enough effect; inconclusive = small, poorly fitted or top-dose-only effect, or another doubt; note: potency is the fitted concentration of half-maximal effect; % is set by controls: 0 for no effect and ±100 for the full control effect; many of its hits are not listed in these tables
Numbers without * were called inactive; i = inactive; ? = inconclusive; . = no result given; [ ] = another dose, or the depositor's remark. Unless noted, calls come from the whole dose curve; as a rule, active = well fitted curve in the direction sought with a large enough effect; inconclusive = small, poorly fitted or top-dose-only effect, or another doubt; inactive = no such curve, though single readings can be large; an effect the other way counts as inactive or inconclusive. Some of the compounds tested; count on the stated rates, not on these rows.

SMILES	Ub-GFP proteasome	Fluorescein fluor	FLuc inh	HBB splice mod	4-MU autofl	A350 fluor	CRE-bla Fsk	Texas Red fluor	GFP derepression	ERK AVP inh	Hsp90 Hop PPI
O=C(O)c1cc(=O)[nH]c(=S)[nH]1	-2%[9.17 µM]	i	1%[11.4 µM]	2.4%[9.22 µM]	i	i	3%[7.6 µM]	?	0%[9.22 µM]	-2%[11.5 µM]	-2%[11 µM]
Cc1cc(C)n(CC2CC(=O)N(c3ccc(Cl)c(Cl)c3)C2=O)n1 (stereo unspecified)	.	i	2%[25.5 µM]	.	?	?	.	i	0%[20.6 µM]	.	.
Cc1ccc(N2CC(C(=O)Nc3nccs3)CC2=O)cc1 (stereo unspecified)	4%	i	1%	0.8%	i	?	?	i	0%	-1%	-4%
Cc1cc(C)nc(-n2nc(C)cc2NC(=O)CN2CCc3ccccc3C2)n1	-2%	?	1%	-1.1%	i	i	?	i	-1%	-19%	-4%
CCOC(=O)c1ccc2c(c1)nc(SC/C(O)=C(\C#N)c1nc3ccccc3[nH]1)n2CC	0%	?	-2%	3.6%[57.5 µM]	?	1.6e-08M*	14%	?	0%	-4%	-8%
Cc1onc(-c2ccccc2)c1C(=O)Nc1cccnc1	3%	i	2%	.	i	i	-4%	?	0%	-13%	1%
COc1ccc(-c2cnc(N)n2CC2CCCO2)cc1 (stereo unspecified)	2%	?	-2%	-2.4%	i	i	?	i	3%	-14%	-27%
O=C(O)C1CCCN1C(=O)c1cccs1 (stereo unspecified)	0%	i	-1%	0.7%	i	i	-3%	i	-1%	5%	2%
COc1ccc2cc3cc(C(=O)NCC4COc5ccccc5O4)oc3nc2c1 (stereo unspecified)	-1%	i	1%	-2.8%	7.9e-07M*	6.7e-07M*	?	i	1%	14%	-1%
CCCC(=O)Nc1ccc(C(=O)Nc2nnc(COC)s2)cc1	-3%	i	1%	.	i	i	-2%	i	2%	-2%	-4%
COc1ccc2[nH]c(C(=O)O)c(NS(=O)(=O)c3ccc(OC)c(OC)c3)c2c1	13%	i	-1%	3.1%	i	i	-1%	i	2%	-10%	-13%
Cc1cc2ncn(C(=O)c3c(-c4c(Cl)cccc4Cl)noc3C)c2cc1C	12%	.	0%	7.2%	.	.	-9%	.	5%	41%[activator]	1%
COc1ccc(CCN/C=C2/CC(=O)NC2=O)cc1OC	.	?	0%	8.2%[0.369 µM]	i	i	25%	?	2%	1%	-7%
COc1ccc(-n2c(=O)[nH]cc(C(=O)N3CCc4ccccc43)c2=O)cc1	0%	i	0%	-1.2%	1.3e-08M*	1.2e-08M*	?	?	6%	9%	2%
COc1ccccc1C(=O)Nc1nc2ccc(S(C)(=O)=O)cc2s1	-5%	.	-17%	-0.8%	.	.	?	.	-5%	-20%	-2%
CCC(C)Nc1nc2c(c(=O)n(C)c(=O)n2C)n1Cc1cccc(C)c1 (stereo unspecified)	3%	i	1%	0.1%[57.5 µM]	i	i	?	i	-2%	?	-1%
CCOC(=O)c1[nH]c2cc(OC)c(OC)cc2c1NC(=O)C(C)N1CCN(Cc2ccccc2)CC1 (stereo unspecified)	.	i	0%[25.5 µM]	.	2.2e-08M*	2.5e-08M*	.	?	10%[20.6 µM]	.	.
Cc1nnc(Sc2cc(C(=O)NCc3ccco3)c3ccccc3n2)s1	4%	i	0%	-0.7%	i	i	3%	i	2%	-12%	-5%
CCOc1nc(SC(C(C)=O)C(=O)Nc2ccccc2)nc(N(C)C)n1 (stereo unspecified)	.	i	1%[25.5 µM]	.	i	i	.	i	2%[20.6 µM]	.	.
Cn1c(=O)c2c(n(C)c1=O)=NC1(CCCCC1)ON=2	3%	i	-2%	.	i	i	4%	i	-1%	-12%	1%
Cc1nc2ncnn2c(Nc2ccc3c(c2)OCCO3)c1C	3%	i	0%	.	?	?	17%	?	-1%	-21%	-3%
COc1ccc(C(CC(=O)O)NC(=O)OC(C)(C)C)cc1 (stereo unspecified)	.	i	0%[25.5 µM]	.	i	i	.	i	-2%[20.6 µM]	.	.
Cc1onc(-c2ccccc2Cl)c1C(=O)Nc1ccccc1C(=O)NC(C)C	1%	i	2%	-1.4%	i	i	10%	i	3%	-25%	-2%
COc1cc(C)cc2c(-c3c(O)cc(O)c4c3C[C@H](C)N[C@@H]4C)cc(-c3cc(-c4c(O)cc(O)c5c4C[C@H](C)N[C@@H]5C)c4cc(C)cc(OC)c4c3O)c(O)c12	-2%[9.17 µM]	?	1%[11.4 µM]	2.3%[9.22 µM]	i	i	?	i	2%[9.22 µM]	-16%[11.5 µM]	-12%[11 µM]
CCCc1nnc(NC(=O)CCC(=O)Nc2ccc(F)cc2)s1	8%	i	3%	2.7%	i	i	-19%	i	3%	5%	3%
CCCCCN=c1ccn(Cc2ccccc2)c2ccccc12	6%	.	25µM*	.	.	.	-9%	.	-1%	?	-1%
CCn1c(SCC(=O)N2CCCc3ccccc32)nc2cccnc21	2%	i	1%	-2.0%	i	i	?	?	0%	?	-4%
CC1CCCC(NC(=O)CN2CCN(Cc3ccc(Cl)cc3)C2=O)C1C (stereo unspecified)	3%	i	1%	6.9%	i	i	?	i	-2%	0%	-1%
O=C1c2[nH]nc(-c3ccccc3O)c2C(c2ccc(F)cc2)N1Cc1ccco1 (stereo unspecified)	2%	i	9%	1.0%[0.369 µM]	i	i	8%	i	2%	-3%	-10%
COCCSc1nnc(-c2cnccn2)o1	-1%	i	-9%	-0.2%[57.5 µM]	i	i	2%	i	1%	-22%	-2%
Cc1cccc(N(CC(=O)Nc2ccc(CC#N)cc2)S(C)(=O)=O)c1	-7%	i	1%	-1.0%	i	i	?	i	3%	-10%	-3%
CC1=CC(C)(C)Nc2ccc(C)cc21	2%	?	4%	4.0%	1.6e-07M*	2.1e-07M*	1%	i	7%	2%	-8%
c1ccc(-c2nnc(CSc3nncs3)o2)cc1	0%	?	0%	1.8%[1.84 µM]	i	i	?	i	-2%	1%	-1%
Cc1nccn1CCCN1C(=O)OC2(CCCCC2)C1(C)O (stereo unspecified)	-4%	i	1%	-3.7%	i	i	10%	i	-1%	19%	3%
Cc1ccc(CC(=O)OCCNC(=O)c2cccnc2)cc1	2%	i	0%	0.2%[57.5 µM]	i	i	-7%	i	4%	12%	-3%
Cc1csc(=O)n1CC(=O)OCc1cccc2ccccc12	1%	i	-15%	-2.3%	i	?	?	i	5%	-17%	-7%
CCOC(=O)N1CCC(N2Cc3cccc(C(=O)NCc4ccc(OC)cc4)c3C2=O)CC1	3%	?	-1%	2.2%	i	i	?	i	0%	38%	3%
Cc1ccccc1-c1cc(NCc2ccccc2)ncn1	-2%	i	1%[2.29 µM]	-0.2%	i	i	9%	i	-1%[9.22 µM]	?	-4%
CCOC(=O)CNS(=O)(=O)c1ccc(C(=O)O)cc1	3%	i	-2%	1.3%[57.5 µM]	i	i	-2%	i	-2%	-10%	3%
COc1cc(NC(=O)N[C@H](C(=O)O)C(C)C)cc(OC)c1	-2%	i	0%	-1.0%[1.84 µM]	i	i	14%	i	0%	2%	3%
CCCCc1nc2ccccc2c(=O)n1NC(=O)c1c(O)c2cccc3c2n(c1=O)CCC3	4%	i	0%	-1.2%	i	?	4%	i	0%	17%	1%
C=N[C@H](C(=O)N[C@@H]1C(=O)N2[C@@H]1SC(C)(C)[C@@H]2C(=O)O)c1ccccc1	4%[20.5 µM]	?	11%[25.5 µM]	0.9%[20.6 µM]	6.8e-08M*	6e-08M*	-4%[17.1 µM]	i	-2%[20.6 µM]	7%[25.7 µM]	-3%[26 µM]
COc1ccc(-c2noc(-c3cc(Cl)ccc3Cl)n2)cc1OC	6%	i	0%	1.7%	i	i	?	i	0%	-11%	-3%
COc1ccccc1Cn1cnc2cccnc21	4%	i	1%	-1.6%	?	?	?	i	-2%	6%	-4%
COC(=O)c1cccc(C(=O)Oc2cccc(Br)c2)n1	-5%	i	-3%	-1.4%	i	i	-32%	i	-1%	22%	-1%
CCCOc1ccc(N2CC(C(=O)Nc3ncccc3C)CC2=O)cc1 (stereo unspecified)	-4%	i	2%	-0.2%[57.5 µM]	i	i	-2%	i	-2%	0%	-1%
